ABCB1 block = human ABCB1 inhibition, ABCG2 as counter-screen; inhibition, % at 6.6 µM; P08183; CCRF-Adr cells, JC-1 efflux, flow cytometry; hit rate 0.067% among 190,000; in the data active means inhibition above about 40%;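 further: 0% = vehicle and 100% = reference inhibitor; higher value means more JC-1 retained so stronger ABCB1 efflux block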
Avidin bead fluor = compound fluoresces at 488/530 nm on avidin beads; hit rate 0.38% among 220,000; fluorescence (KMESF) at 10 µM; compound fluorescence 488/530 nm, flow cytometry; hits give high values; in the data active means fluorescence above about 47; further: inactives centre near 10
Pf gametocyte = inhibitors of late stage P. falciparum gametocyte viability; P. falciparum stage V gametocytes, ATP luminescence, 24 h; inhibition, % at 10.9 µM; hit rate 0.065% among 150,000;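 active means inhibition above the mean plus 3 SD of compounds within the control limits, set per campaign, cut at about 38% in these data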;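 further: 0% = DMSO wells and 100% = medium only without gametocytes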
RGS7-Gao = modulates binding of RGS7 to human Galphao; binding response (% of control), % at 10 µM; AID 1439; Multiplexed bead flow cytometry; actives lie on both sides; P09471; hit rate 0.35% among 220,000; in the data active means binding response below about 49% or above about 150%; inconclusive means no clear call, values can overlap the other calls; inactive means in between;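 further: fluorescent Galphao held in activated GDP-AlF4 state binding bead-coupled RGS7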
RGS4-Gao reg = modulates binding of RGS4 to human Galphao; AID 1415; hit rate 0.33% among 220,000; Multiplexed bead flow cytometry; actives lie on both sides; binding response (% of control), % at 10 µM; in the data active means binding response below about 49% or above about 150%; inactive means in between;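 further: fluorescent Galphao activated with aluminum fluoride binding bead-coupled RGS4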
ABCG2 block = human ABCG2 inhibition, ABCB1 as counter-screen. Q9UNQ0. IgMXP3 cells, JC-1 efflux, flow cytometry. inhibition, % at 6.6 µM. hit rate 0.1% among 190,000. AID 1325;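 active means inhibition above 80%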;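 further: 0% = DMSO and 100% = nicardipine control wells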
Target sequence (Q9UNQ0 whole entry, looked up): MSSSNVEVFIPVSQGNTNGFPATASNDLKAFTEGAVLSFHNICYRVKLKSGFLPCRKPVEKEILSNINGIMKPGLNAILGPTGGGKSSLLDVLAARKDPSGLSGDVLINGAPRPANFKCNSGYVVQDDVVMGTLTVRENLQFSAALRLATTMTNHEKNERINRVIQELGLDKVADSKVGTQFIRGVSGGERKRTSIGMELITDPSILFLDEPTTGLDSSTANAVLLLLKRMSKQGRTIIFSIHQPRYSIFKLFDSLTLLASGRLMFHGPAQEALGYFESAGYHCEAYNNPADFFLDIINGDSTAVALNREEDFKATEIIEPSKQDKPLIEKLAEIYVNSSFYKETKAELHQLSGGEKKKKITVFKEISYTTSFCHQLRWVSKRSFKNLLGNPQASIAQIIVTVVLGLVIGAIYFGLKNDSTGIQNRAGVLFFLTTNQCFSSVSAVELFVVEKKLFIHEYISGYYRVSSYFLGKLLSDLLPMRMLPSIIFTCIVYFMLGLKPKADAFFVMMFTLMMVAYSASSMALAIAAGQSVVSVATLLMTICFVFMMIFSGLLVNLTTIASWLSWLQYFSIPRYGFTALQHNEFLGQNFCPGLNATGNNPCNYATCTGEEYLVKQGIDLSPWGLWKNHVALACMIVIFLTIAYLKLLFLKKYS
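Test system: ABCG2 IgMXP3 and barcoded ABCB1 CCRF-Adr cell mix; Schedule: cells with compound and JC-1, 10 min at 25 °C, rotating, no wash; Technique: flow cytometry of retained JC-1 fluorescence; Measure: % inhibition of efflux relative to nicardipine and DMSO; Controls: nicardipine high and DMSO low controls.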
RGS8-Gao = human RGS8-Galphao interaction regulation; response (percent of control binding), % at 10 µM; multiplexed bead flow cytometry, RGS8-Galphao binding; actives lie on both sides; AID 1423; P09471; hit rate 0.34% among 220,000; in the data active means response below about 60% or above about 140%; inactive means in between;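 further: Galphao activated as the GDP aluminium fluoride complex binding bead-coupled RGS8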
Mcl1 Bid PPI = Mcl-1/Bid interaction inhibition; inhibition, % at 21.7 µM; TR-FRET Mcl-1/Bid-Dy647 peptide binding, 1536-well; AID 1021; hit rate 0.97% among 220,000;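 active means compounds that cut the binding signal by more than half at the single screening dose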;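 further: His-tagged Mcl-1 with europium anti-His antibody binding Bid BH3 peptide; 0% = Mcl-1 plus peptide wells and 100% = peptide-only wells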
Target sequence (Q07820 whole entry, looked up): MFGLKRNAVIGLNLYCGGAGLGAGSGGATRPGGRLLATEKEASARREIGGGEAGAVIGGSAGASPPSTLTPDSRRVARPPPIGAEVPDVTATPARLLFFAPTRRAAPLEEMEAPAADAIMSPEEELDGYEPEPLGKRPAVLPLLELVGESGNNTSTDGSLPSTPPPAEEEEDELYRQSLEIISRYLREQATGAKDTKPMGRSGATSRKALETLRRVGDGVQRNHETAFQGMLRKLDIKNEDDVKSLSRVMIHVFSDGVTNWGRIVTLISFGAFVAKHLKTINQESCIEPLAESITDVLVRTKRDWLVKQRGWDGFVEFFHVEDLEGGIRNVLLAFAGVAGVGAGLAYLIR
Mcl1 Noxa PPI = disrupts binding of human Mcl-1 to Noxa peptide; TR-FRET Mcl-1/Noxa peptide binding, 2 h; inhibition, % at 21.7 µM; hit rate 1.5% among 220,000;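 active means compounds that cut the protein-peptide binding signal by more than 50% relative to plate controls in a single-dose test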;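 further: His-tagged Mcl-1 with rhodamine Noxa BH3 peptide and terbium anti-His antibody; 0% = Mcl-1 plus Noxa peptide wells and 100% = peptide-only wells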
GSH fluor = compound fluoresces at 488/530 nm on GSH beads; GSH beads flow cytometry, compound fluorescence 488/530 nm; hits give high values; fluorescence (KMESF) at 10 µM; hit rate 0.25% among 190,000; in the data active means fluorescence above about 89;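 further: glutathione beads carrying GST-tagged Bcl family fusion proteins plus one bare bead set; values are compound well signal with DMSO vehicle wells as background; inactives centre near 16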
Mcl-1 Bim block = human Bim-Mcl-1 interaction inhibition; hit rate 0.1% among 190,000; Q07820; AID 1009; inhibition, % at 10 µM; Bead-based flow cytometry, Bim peptide-Mcl-1 binding; in the data active means inhibition above about 40%;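 further: 0% = no compound tracer wells and 100% = peptide blocker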
The depositor's hits bear a star; ? = inconclusive; . = not tested or not shown; [ ] = another dose, or the depositor's remark.

SMILES	ABCB1 block	Avidin bead fluor	Pf gametocyte	RGS7-Gao	RGS4-Gao reg	ABCG2 block	RGS8-Gao	Mcl1 Bid PPI	Mcl1 Noxa PPI	GSH fluor	Mcl-1 Bim block
O=S(=O)(c1cccs1)N1CCN(CC(O)COc2cccc(Br)c2)CC1 (stereo not given)	0.3	8	-8	99	106	1	104	3	12	10	-2
Cc1cccc(-c2c3c(=O)n(C)c(=O)n(C)c3c3cccnn23)c1	1.0	9	10	94	100	2	100	-35	5	7	-2
CC1CCC(C(C)C)C(OC(=O)CSc2n[nH]c(=O)[nH]c2=O)C1 (stereo not given)	-0.1	5	.	96	101	0	99	-23	-1	42	-2
COc1ccc(OC)c(S(=O)(=O)N2CCC(C(=O)NCCC3=CCCCC3)CC2)c1	0.7	17	12	98	103	26	100	4	9	33	0
O=C1c2ccccc2NC(c2ccc([N+](=O)[O-])cc2)N1O (stereo not given)	0.7	17	-23	?	97	7	97	-9	-5	10	0
Cc1cc2ncn(C(=O)N3CCOCC3)c2cc1C	0.1	11	13	92	96	0	100	-23	-10	34	-3
CCOC(CNc1c([N+](=O)[O-])c(=O)n(C)c(=O)n1C)OCC	0.5	3	2	101	100	2	103	-18	18	5	0
COc1ncnc2sc3c(c12)CCCC3	0.0	10	11	96	101	0	101	-24	-8	38	-1
CCO/C(C)=C1/SC(=S)NC1=O	.	9	10	?	100	.	103	-42	13	.	.
COC(=O)C(O)(CC(=O)Nc1ccc(C)c(F)c1)C(F)(F)F (stereo not given)	0.1	18	7	98	94	1	98	-13	17	11	0
COC(=O)C(C)N(C(=O)c1cccc2ccccc12)c1c(C)cccc1C (stereo not given)	0.4	5	10	107	105	2	100	12	-7	61	-5
COc1ccc2cc(CCNC(=O)C(C)(C)C)c(=O)[nH]c2c1	0.7	7	.	95	98	5	101	15	11	23	0
O=C(Nc1ccc(C(=O)N2CCCC2)cc1)c1ccccc1F	1.3	11	.	95	93	6	99	-22	10	26	-2
O=c1c2ccccc2nc(/C=C/c2c[nH]c3ccccc23)n1CCO	-0.1	10	3	106	104	2	104	-9	22	9	2
CC(C)c1nnc(NC(=O)CSc2ncn[nH]2)s1	1.0	8	.	100	101	1	98	-3	53*	30	-9
COc1ccccc1NC(=O)c1c(NC(=O)CCC(=O)O)sc2c1CCCCC2	.	7	6	?	100	.	98	-14	4	.	.
Cc1ccccc1NC(=O)CSc1nnc(C)c(=O)[nH]1	0.3	18	1	99	103	0	101	-27	0	11	7
COc1cc(/C=C/c2noc(-c3ccccc3O)n2)cc(OC)c1OC	-0.4	12	-19	91	94	1	97	-13	5	15	-2
COc1cccc(C(=O)OCn2nnc3ccccc3c2=O)c1OC	.	8	.	?	98	.	100	-36	11	.	.
Cc1cc(C(=O)Nc2cccc(S(=O)(=O)N3CCCCC3)c2)c2ccccc2n1	1.0	26	25	101	101	3	100	-10	65*	16	0
CSc1ncccc1C(=O)OCC(=O)NC(C)C	-0.3	11	-4	?	102	4	101	-13	-5	13	1
FC(F)(F)c1cc(-c2ccccc2)nc(NC2CCCC2)n1	0.9	16	3	107	107	2	105	6	-5	37	2
O=C1/C(=C\c2ccccc2Cl)SC(=S)N1CCC(=O)N1CCCc2ccccc21	-0.8	17	-6	106	103	-6	105	-6	7	21	1
CC(C)(C)c1cc(NC(=O)COC(=O)c2ccc3c(=O)n4c(nc3c2)CCC4)n(-c2ccccc2)n1	4.9	10	12	101	106	18	100	-23	16	45	0
CC(=O)c1c(C)[nH]c(-c2ccccc2)nc1=S	.	7	21	?	92	.	98	-36	8	.	.
CCCC(=O)Nc1nc2ccc(NC(=O)c3ccc(Br)o3)cc2s1	-0.6	36	18	104	106	-2	101	-18	16	19	0
CCCCn1c(CCC(=O)O)nc2c1c(=O)[nH]c(=O)n2CCC	0.7	22	.	99	100	7	101	-1	-8	24	3
COCCNC(=O)C1CCCN(S(=O)(=O)c2c(C)noc2/C=C/c2cccs2)C1 (stereo not given)	.	8	-9	?	111	.	106	-3	-6	.	.
CN(C)CCN1C(=O)C(=O)/C(=C(/O)c2ccc(F)cc2)C1c1ccccc1F (stereo not given)	-0.7	30	-19	102	100	-5	101	-22	11	20	-7
N#CC1CN(C(c2ccccc2)c2ccccc2)C1	0.2	11	.	98	106	-1	103	-14	-12	14	-5
Cc1cc(C=NCCO)c(C)n1-c1cc(Cl)ccc1Cl	-0.2	15	4	94	100	-1	101	-14	14	8	-1
O=[N+]([O-])c1ccccc1/C=C\C=N\N1CCN(c2ccccc2)CC1	0.5	22	0	116	119	2	115	-37	12	14	0
CCC1Oc2ccccc2N(CC(=O)NCCCN2CCCCC2CC)C1=O (stereo not given)	0.7	11	-22	105	104	12	118	15	23	33	-3
CCn1nc(CCC(=O)O)c2ccccc2c1=O	2.4	8	6	107	102	5	104	6	5	.	.
COc1ccc(C2SCCN2C(=S)Nc2cccc(C(F)(F)F)c2)cc1 (stereo not given)	0.8	20	13	105	103	17	103	-33	26	18	-4
COc1ccccc1CNC(=O)COC(=O)Cc1c(F)cccc1Cl	1.6	9	-6	?	98	7	99	-11	27	12	0

Compounds shown so far that have an aryl thioether with sulfur outside any ring (4):
SMILES	ABCB1 block	Avidin bead fluor	Pf gametocyte	RGS7-Gao	RGS4-Gao reg	ABCG2 block	RGS8-Gao	Mcl1 Bid PPI	Mcl1 Noxa PPI	GSH fluor	Mcl-1 Bim block
CC1CCC(C(C)C)C(OC(=O)CSc2n[nH]c(=O)[nH]c2=O)C1 (stereo not given)	-0.1	5	.	96	101	0	99	-23	-1	42	-2
CC(C)c1nnc(NC(=O)CSc2ncn[nH]2)s1	1.0	8	.	100	101	1	98	-3	53*	30	-9
Cc1ccccc1NC(=O)CSc1nnc(C)c(=O)[nH]1	0.3	18	1	99	103	0	101	-27	0	11	7
CSc1ncccc1C(=O)OCC(=O)NC(C)C	-0.3	11	-4	?	102	4	101	-13	-5	13	1

(list continues)
SMILES	ABCB1 block	Avidin bead fluor	Pf gametocyte	RGS7-Gao	RGS4-Gao reg	ABCG2 block	RGS8-Gao	Mcl1 Bid PPI	Mcl1 Noxa PPI	GSH fluor	Mcl-1 Bim block
Cc1cnc([N+](=O)[O-])n1CCOC(=O)NC(=O)c1ccc(C(F)(F)F)cc1	0.9	12	18	103	108	9	105	-39	-3	10	-3
Cc1cccc(/C=N/NC(=O)NC2CCCCC2)c1	-0.1	15	17	105	106	3	102	-10	19	9	0
CC1CCCC(NC(=O)CSc2nnc(N)s2)C1C (stereo not given)	-0.3	10	.	99	98	49	101	-11	-2	28	-4
Cc1ccc(-c2nnn(CC(=O)N(Cc3ccco3)C(C(=O)NC3CCCC3)c3cccs3)n2)o1 (stereo not given)	1.3	6	.	98	98	4	98	-10	-8	14	-4
C/C=C(/C)C(=O)Nc1cccc(C2=NOC3(C2)C[C@H](C(N)=O)N(C(=O)COc2ccc(Cl)cc2)C3)c1 (stereo not given in full)	.	16	6	?	104	.	105	-3	15	.	.
CCOc1ccccc1CNC(=O)CCNC(=O)Cn1ccc2ccccc2c1=O	-0.2	9	-36	97	97	1	98	-12	12	37	-1
COC(=O)c1cccc(NC(=O)c2nn(C)c(=O)c3ccccc23)c1	0.9	9	.	102	107	3	104	-21	1	185*	24
COc1ccccc1NC(=O)CSc1nncn1-c1cccnc1	0.2	7	5	101	104	6	102	6	11	17	1
O=[n+]1c2c(n([O-])c3cc(Br)ccc31)CCC2	0.4	6	.	94	93	3	98	-13	35	40	0
COc1cc(OC)cc(C(=O)Nc2ccccc2NC(C)=O)c1	0.6	37	1	102	97	4	98	-14	-3	10	-4
CCn1cc(S(=O)(=O)CC(=O)Nc2ccc3c(c2)OCCO3)c2ccccc21	0.6	11	.	102	101	4	100	-28	24	11	-1
COCCCNC(=O)CSc1c2c(nc3ccc(Cl)cc13)CCCC2	1.7	10	20	100	99	22	101	-15	8	26	0
O=S(=O)(NC1=NCCC1)c1ccc(F)cc1	0.2	13	.	93	96	1	101	11	8	8	0
C=CCn1c(SCc2ccc(F)cc2)nnc1-c1sc2nc(C)cc(C)c2c1N	.	6	-10	?	98	.	100	-18	5	.	.
CC1(C)N=c2ccc([N+](=O)[O-])c(N)c2=[N+]1[O-]	.	10	11	?	103	.	100	-11	2	.	.
CCOC(=O)N1CCN(S(=O)(=O)c2ccc(OCC)cc2)CC1	0.5	44	-1	102	101	1	104	9	-6	25	0
CC1CCC/C(=C\Nc2ccc(C(=O)O)c(O)c2)C1=O (stereo not given)	.	9	-7	?	109	.	106	-118	8	.	.
Cc1[nH]c2ccccc2c1C(=O)CSC(=S)N(C)C	0.3	14	-9	102	104	7	104	-15	24	9	-2
Cc1nn(-c2ccccc2)nc1C(=O)NNC(=O)c1cccc2ccccc12	.	10	-2	?	93	.	94	4	11	.	.
CCCc1nc2c(sc3nc4c(cc32)COC(C)(C)C4)c(=O)n1CCN(CC)CC	7.9	8	0	91	96	5	97	-9	12	21	0
Cc1ccc(S(=O)(=O)N2CCN(C(=O)c3cccc(F)c3)CC2)cc1	1.4	172*	.	264*[activator]	125	5	94	-14	-1	27	-6
NNC(=O)c1cc(-c2ccc(O)cc2)nc2ccc(Br)cc12	.	4	-4	?	92	.	99	-28	-4	.	.
Cc1cccc(N2CCN(C(=S)Nc3ccc4nc5n(c(=O)c4c3)CCCCC5)CC2)c1C	4.0	7	21	101	103	2	99	-42	9	7	0
COc1ccc(CN(C(=O)CSc2nnc(-c3ccc(F)cc3)o2)c2ccc(F)cc2)cc1	2.6	35	.	101	100	11	100	5	-15	24	-5
O=c1oc(-c2ccc([N+](=O)[O-])cc2)nc2ccccc12	0.9	14	-7	99	105	2	89	11	19	11	-3
COc1ccc(-c2ccc(SCC(=O)N3CCOCC3)nn2)cc1	0.3	30	.	104	103	2	100	-3	5	57	0
Cc1nnc(SC(C)C(=O)NCC2CCCO2)n1-c1ccccc1 (stereo not given)	0.5	8	-4	98	104	4	103	-44	-4	42	-1
Nc1nc(NCC2CCCO2)nc(Nc2ccc(Cl)cc2)c1[N+](=O)[O-] (stereo not given)	.	5	6	?	95	.	97	-10	-5	.	.
Fc1ccc(OCc2nc3ccccc3s2)cc1	2.3	8	-18	100	98	0	99	-3	-3	17	-1
COc1ccc(/C=N/Nc2cc(C)nc(-n3nc(C)cc3C)n2)c(OC)c1	0.0	12	7	101	105	0	104	-45	-51	9	5
O=C(CSc1ccccc1)Nc1ccc(C(=O)Nc2cccc(O)c2)cc1	-1.1	15	-23	114	106	2	109	-7	24	12	7
O=C(CCc1ccccn1)NC1CCCc2c1cnn2-c1ccc(F)cc1F (stereo not given)	0.1	9	-26	102	101	1	101	-13	2	11	-2
C/C(=N\OC(=O)c1c(-c2ccccc2Cl)noc1C)c1ccncc1	0.0	11	30	103	98	5	101	-7	-17	9	-7
O=C(c1ccccc1CCc1ccccc1)N1CCOCC1	0.8	11	.	99	101	2	102	57*	2	24	-4
Cc1nn(-c2ccc(F)cc2)c(Cl)c1/C=C(\CCC(=O)O)c1nc2ccccc2s1	0.3	28	.	98	103	2	105	17	22	22	-3
